TDP-43 yeast inh: qHTS of TDP-43 Inhibitors. TDP-43 expressing yeast growth rescue, BacTiter-Glo, 24 h. Potency, µM (highest dose often 46.1 µM), without a hit: at the highest dose growth rescue (activation), most hits filed as activators. 410,000 compounds, 1.8% hits; also: % of control where 0% means no effect; nearly all actives have a fitted effect of over 50% in size
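In this qHTS, compounds that restore growth of yeast expressing TDP-43 appear as activators. Cells (OD600=0.02, galactose medium, raffinose-pregrown) are incubated with compound 24 hr at 30 deg C and growth is quantified by BacTiter-Glo.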
PTHR1 ag: qHTS for PTHR1 Agonists: Primary Screen; AID 743266, 2014; HEK293 GP2 PTHR1 cells, GloSensor cAMP luminescence, 1 h; 410,000 compounds, 0.075% hits; Potency, µM (titrated, usually from 115 µM), inactives show at the highest dose activation, most hits filed as activators; also: nearly all actives have a fitted effect of over 55% in size; some results filed as inactive show a strong effect at the top dose; inactives centre near -15; many of its hits are not listed in these tables
Target sequence (Q03431 whole entry, looked up): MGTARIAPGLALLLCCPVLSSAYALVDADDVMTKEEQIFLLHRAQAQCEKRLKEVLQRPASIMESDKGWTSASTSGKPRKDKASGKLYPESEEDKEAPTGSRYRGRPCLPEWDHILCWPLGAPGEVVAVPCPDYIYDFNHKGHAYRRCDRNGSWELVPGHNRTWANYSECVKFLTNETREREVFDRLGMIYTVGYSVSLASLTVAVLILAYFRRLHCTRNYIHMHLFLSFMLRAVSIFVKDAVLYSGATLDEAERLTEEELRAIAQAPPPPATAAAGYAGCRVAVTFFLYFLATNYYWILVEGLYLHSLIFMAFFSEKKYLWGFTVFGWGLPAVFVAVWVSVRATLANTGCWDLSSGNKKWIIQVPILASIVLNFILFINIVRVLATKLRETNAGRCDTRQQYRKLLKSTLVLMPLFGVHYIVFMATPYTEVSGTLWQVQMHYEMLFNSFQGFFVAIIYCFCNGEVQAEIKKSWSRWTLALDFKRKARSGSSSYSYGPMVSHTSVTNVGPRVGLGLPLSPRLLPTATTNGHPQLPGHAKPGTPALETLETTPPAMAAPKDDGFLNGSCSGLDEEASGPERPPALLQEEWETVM
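HEK-293-derived GP2 cells expressing PTHR1 and a GloSensor cAMP reporter, 3,000/well, plated overnight, given luciferin plus IBMX (each 0.5 mM as added) for 1 h at 37 °C, then compound for 1 h at 37 °C. Luminescence was read after 15 min at room temperature.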
FUS yeast rescue: qHTS for Suppressors of FUS Proteinopathy: Primary screen using FUS-linked yeast assay; 390,000 compounds, 0.24% hits; Potency, µM (doses to about 76.6 µM), for the others: at the top dose growth rescue (activation), most hits filed as activators; AID 1347120, 2019; S. cerevisiae FUS-expressing, growth rescue, OD600, 24 h;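 also: plate controls were DMSO vehicle for no effect and reference control for full effect; nearly all actives have a fitted effect of over 55% in size; some results filed as inactive show a strong effect at the top dose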
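Quantitative HTS measuring growth restoration of FUS-toxic yeast. Galactose-induced cells (OD 0.005) were exposed 24hr at 30C to compounds at several concentrations, then absorbance at 600 nm was recorded.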
Active calls of the source: *; i = inactive; ? = inconclusive; [ ] = remark or other dose. Calls follow the shape of the dose curve; as a rule, active = well fitted curve in the direction sought with a large enough effect; inconclusive = small, poorly fitted or top-dose-only effect, or another doubt; inactive = no such curve, though single readings can be large; an effect the other way counts as inactive or inconclusive. Potency is read from the fitted curve at half-maximal effect. Only part of the results is shown (hit frequency here may not be typical).

SMILES | TDP-43 yeast inh | PTHR1 ag | FUS yeast rescue
O=C(CCCn1c(=O)[nH]c2ccsc2c1=O)N1CCN(c2cccc(C(F)(F)F)c2)CC1 | 22% | -22% | -25%
CC(=O)N1c2nc(-c3ccco3)nn2C2(CCCCC2)[C@@H]2CCCC[C@@H]21 | -1% | -15% | 9%
CCN(CC)c1ccc(NC(=O)CN2C(=O)c3cccnc3Oc3ccccc32)c(C)c1 | -5% | ? | 14%
Cc1nc(-c2cccc(S(=O)(=O)N3CCC(C(=O)NCc4ccccc4)CC3)c2)no1 | -19% | i | 24%
CCc1ccc(C(=O)COC(=O)C(Cc2c[nH]c3ccccc23)NC(=O)c2ccc(CC)cc2)cc1 (stereo not drawn) | 1% | i | 37%
Cc1ccc(N(CC(=O)N2CCN(c3cc(Cl)ccc3C)CC2)S(=O)(=O)c2c(C)noc2C)cc1 | 21% | i | 34%
COc1ccc(-c2oc3ncn4nc(COc5ccc(Cl)cc5)nc4c3c2-c2ccc(OC)cc2)cc1 | 7% | i | 4%
Cc1ccc(C)n1-c1nnc(N2CCC(C(=O)Nc3ccccc3Br)CC2)s1 | ? | -20% | 15%
Cc1ccc(CN2C(=O)N(c3ccc(C)c(Cl)c3)S(=O)(=O)c3ccccc32)cc1 | 22%[9.22 µM] | i | 1%
CCOC(=O)c1c(NC(=O)/C=C/c2ccccc2)sc2c1CCCC2 | 11% | i | -30%
O=C(NCCSc1c[nH]c2ccccc12)c1ccc(Cl)cc1 | -9% | -3% | 6%
CCN(CC)S(=O)(=O)c1ccc2c(c1)c(=O)c(C(=O)N1CCN(c3ccc(OC)cc3)CC1)cn2C | 1% | -24% | 24%
O=C(Cn1nc2c(cc1=O)CCCC2)NCc1ccccc1 | 6% | i | -14%
CCOc1ccc(C(=O)Nc2cccc(C(=O)OCc3cc(=O)n4cc(C)sc4n3)c2)cc1 | 11% | -3% | 14%
CC(C)(C)c1ccc(C(=O)NCC(c2ccc(Cl)cc2)N2CCOCC2)cc1 (stereo not drawn) | 0% | i | 33%
Cc1ccc(/C=C/c2onc(C)c2S(=O)(=O)N2CCC(C(=O)NCC(C)c3ccccc3)CC2)cc1 (stereo not drawn) | 9% | i | -1%
COc1ccc(NC(=O)CSc2ccc3nc(-c4ccccc4)cn3n2)c(OC)c1 | 19%[9.22 µM] | -51%[inhibitor] | ?
Cc1ccc(OCC(=O)N(Cc2nc(-c3ccccc3)no2)C(C)C)cc1C | 17% | i | -9%
CCOC(=O)COc1ccc([N+](=O)[O-])cc1-c1ccnc2cc(-c3ccc(C)cc3)nn12 | 24% | i | -1%
CCCCOc1ccc(S(=O)(=O)Nc2cccc(-c3ccc(N4CCOCC4)nn3)c2)cc1 | 15% | -7% | ?
COc1cccc(CN2CCCN(Cc3ccc(F)cc3)S2(=O)=O)c1 | 3% | -63%[inhibitor] | 23%
Cc1ccc(C)c(NC(=O)C2CCCN2S(=O)(=O)c2ccc3c(c2)CCCC(=O)N3)c1 (stereo not drawn) | -4% | i | 40%
COc1ccc(CNC(=O)c2cc3c(=O)n(C)c4ccccc4c3n2C)cc1 | 7% | -27% | -24%
CCCCOC(=O)c1ccc(NC(=O)c2sc3nc(C)cc(C)c3c2N)cc1 | 0% | -8% | 6%
CCC(Cn1nnc2ccccc2c1=O)NC(=O)Nc1cc(C)cc(C)c1 (stereo not drawn) | 6% | 7% | 14%

5 of the compounds above, with values under each structure.
The line under a structure holds: TDP-43 yeast inh, PTHR1 ag, FUS yeast rescue
Cc1ccc(N(CC(=O)N2CCN(c3cc(Cl)ccc3C)CC2)S(=O)(=O)c2c(C)noc2C)cc1
→ 21%, i, 34%
CC(=O)N1c2nc(-c3ccco3)nn2C2(CCCCC2)[C@@H]2CCCC[C@@H]21
→ -1%, -15%, 9%
COc1ccc(NC(=O)CSc2ccc3nc(-c4ccccc4)cn3n2)c(OC)c1
→ 19%[9.22 µM], -51%[inhibitor], ?
Cc1ccc(/C=C/c2onc(C)c2S(=O)(=O)N2CCC(C(=O)NCC(C)c3ccccc3)CC2)cc1 (stereo not drawn)
→ 9%, i, -1%
O=C(Cn1nc2c(cc1=O)CCCC2)NCc1ccccc1
→ 6%, i, -14%

Additional records
SMILES | TDP-43 yeast inh | PTHR1 ag | FUS yeast rescue
Cc1ccc(CNC(=O)CN2N=C(c3ccccc3)CCC2=O)cc1 | 9% | -27% | 4%
COc1ccc(/C=C/c2nc(C#N)c(N3CCCCCC3)o2)cc1OC | 18µM* | -60%[inhibitor] | 42%
COc1cccc(C(=O)Nc2nc(-c3nnn(-c4ccccc4C(F)(F)F)c3C)ns2)c1 | 4% | -14% | 34%
O=C(Nc1ccc(OC(F)(F)F)cc1)C(Cc1ccccc1)NS(=O)(=O)c1cccc2nsnc12 (stereo not drawn) | 4% | -43%[inhibitor] | -29%
CCOc1cc(CNC(=O)c2ccc3nc(C(C)C)oc3c2)cc(OCC)c1OCC | 6% | -7% | 17%
CCc1ccc(OCc2nc(-c3ccc(OC)c(OC)c3)no2)c(Br)c1 | 18% | i | 11%
COc1cc2c(=O)c(S(=O)(=O)c3ccc(F)cc3)cn(Cc3ccccc3C)c2cc1OC | 3% | -14% | -2%
COc1cc(OC)cc(C(=O)Nc2ccc(S(=O)(=O)N3CCCCC3c3cccnc3)cc2)c1 (stereo not drawn) | -7% | -36%[inhibitor] | ?
Cc1ccc(-n2ncc(C(=O)NCc3ccccc3C)c2-n2cccc2)cc1 | -8% | -21% | 10%
CC(=O)Nc1cccc(NC(=O)CSc2ccc(-c3sc(-c4ccccc4)nc3C)nn2)c1 | -3% | i | 29%
CCOc1ccc(CNC(=O)C2Cc3ccccc3N2C(=O)CC)cc1OC (stereo not drawn) | 15% | -7% | -21%
COc1ccc(CNC(=O)c2ccc3c(c2)nc2n3CCCCC2)cc1 | -5% | i | -1%
COc1cc(C(=O)NCCc2csc(-c3ccc(Cl)cc3)n2)cc(OC)c1OC | 22µM* | -56%[inhibitor] | 19%
CC(C)(C)C1CCc2c(sc(NC(=O)CCC(=O)O)c2C(=O)Nc2ccccc2C(F)(F)F)C1 (stereo not drawn) | 12% | -21% | ?
CC1=C(C(=O)Nc2ccccc2Br)C2(CCC(C)CC2)OC1=O (stereo not drawn) | ? | -43%[inhibitor] | -22%
O=C(Nc1ccc2oc(-c3cccnc3)nc2c1)c1ccc(-c2cccc(OC(F)(F)F)c2)o1 | 2% | -36% | -12%
COc1ccc(C2NC(=O)N(C)C3=C2C(=O)N(c2cccc(Cl)c2)C3)cc1 (stereo not drawn) | 13% | -25% | 2%
COc1cc(Cl)c(C)cc1NC(=O)C1CCN(c2nc3ccccc3n3cccc23)CC1 | 3% | -2% | ?
CCOc1ccccc1CNCc1c(C(=O)O)n(Cc2ccccc2)c2cc(OC)ccc12 | 9% | i | 5%
CCC(C(=O)Nc1cccc(-c2nc3cccnc3s2)c1C)c1ccccc1 (stereo not drawn) | -2% | -44%[inhibitor] | -7%
CCCCOc1ccc(C2c3c(oc4ccccc4c3=O)C(=O)N2c2nc(C)c(C(=O)OCC)s2)cc1OC (stereo not drawn) | ? | i | 11%
COc1ccc(CN2CCN(c3ncnc4sc5c(c34)CC(C)CC5)CC2)cc1F (stereo not drawn) | 2% | -3% | 1%
CCn1c(C(=O)N2CCC(C(=O)N3CCN(c4cccc(C)c4C)CC3)CC2)cc2sccc21 | ? | -23% | ?
CCCCOc1ccc(S(=O)(=O)Nc2ccc(-c3ccc(N4CCCCCC4)nn3)cc2)cc1 | 10% | -19% | -9%
Cc1ccc2nc(N3CCN(C(=O)C4COc5ccccc5O4)CC3)sc2c1 (stereo not drawn) | 20µM* | -46%[inhibitor] | 39%
More compounds:
SMILES | TDP-43 yeast inh | PTHR1 ag | FUS yeast rescue
CNC(=O)C1CCC(Cn2c(=O)c3sccc3n(CC(=O)Nc3cc(F)ccc3F)c2=O)CC1 (stereo not drawn) | 12% | -3% | -19%
CCc1nc2ccc(C(=O)NCc3cccc(Br)c3)cc2nc1CC | 15% | 7% | 36%
COc1ccc(-c2noc(-c3ccc(N4CCN(c5ccccc5)CC4)c([N+](=O)[O-])c3)n2)cc1 | 20% | i | -9%
Cc1cc(C(=O)Nc2cccc(C)c2C)c2c(C)nn(-c3cccc(F)c3)c2n1 | 0%[9.22 µM] | i | -14%
Cc1ccccc1Cn1cc(S(=O)(=O)c2ccc(F)cc2)c(=O)c2cc3c(cc21)OCO3 | 3% | -11% | -12%
Cc1cccc(-n2c(=O)c3c(c4cc(C)ccc4n3C)n(CC(=O)Nc3ccc(C)c(C)c3)c2=O)c1 | 12% | i | 1%
O=C(O)c1ccc(Nc2nc(-c3ccccc3)c3cc(Br)ccc3n2)cc1 | 11% | i | -4%
O=C(COc1ccccc1F)OCc1cc(=O)n2nc(C3CCCCC3)sc2n1 | 2% | -8% | 11%
COc1ccccc1/C=C/c1nc(C#N)c(NC(C)c2ccccc2)o1 (stereo not drawn) | ? | i | 40%
CCOc1ccc(NC(=O)CN2CCN(c3ccc(Cl)cc3)CC2)cc1 | 11% | -27% | -4%
CCS(=O)(=O)c1ncc(N(Cc2ccco2)Cc2ccccc2F)c(C(=O)Nc2cccc(Cl)c2)n1 | 12% | 2% | 13%
Cc1ccc(NC(=O)C(=O)NCC(c2cccnc2)N2CCN(Cc3ccccc3)CC2)cc1F (stereo not drawn) | 5% | -44% | -1%
COc1ccc(NC(=O)c2cc(S(=O)(=O)N3CCCCC3)cn2C)cc1Cl | 6% | i | 6%
COc1ccccc1CCNC(=O)C(=O)NCC(c1cccs1)S(=O)(=O)c1ccc(F)cc1 (stereo not drawn) | 6% | i | 10%
COc1ccc(-c2nc(CSc3nnc(C)n4c3cc3sccc34)c(C)o2)cc1 | -3% | i | 26%
CC(=O)Nc1ccc(NC(=O)c2oc3ccc4c(c3c2C)C(=O)CC(C)(C)O4)cc1 | 24% | i | 45%
CCC(=O)N1CCc2cc(Br)cc(S(=O)(=O)CCC(=O)N3CCN(c4ccc(F)cc4)CC3)c21 | -5% | 17% | 2%
Cc1c(C(=O)NCCc2ccc(S(N)(=O)=O)cc2)sc2nc3n(c(=O)c12)CCCC3 | 8% | i | -30%
COc1cccc(/C=C/c2nc(C#N)c(NCCN(C)C)o2)c1 | 13% | i | 3%
Cc1ccc(CN(Cc2ccco2)C(=O)COc2c(C)cc(C)cc2C)cc1 | -38%[inhibitor] | -45%[inhibitor] | 25%
CCOc1ccc(-c2cc3c(=O)n(Cc4nc(-c5ccccc5OCC)oc4C)ccn3n2)cc1Cl | -42%[inhibitor] | ? | -85%[inhibitor]
Cc1ccc(Nc2nc3ccc(C(=O)c4ccccc4)cc3n3c(C)nnc23)c(C)c1 | 5% | i | -4%
O=C(Nc1nc2c(F)cc(F)cc2s1)c1ccc2c(c1)OCCO2 | 13% | -37% | -14%
COc1ccc(C)cc1NC(=O)CSc1nc(=O)n(Cc2ccccn2)c2c1CCC2 | 11% | -23% | ?
COC(=O)c1ccc(NC(=O)CCc2c(C)nn(-c3ccc(N4CCCC4)nn3)c2C)cc1 | 7% | i | 14%
(continued)
SMILES | TDP-43 yeast inh | PTHR1 ag | FUS yeast rescue
COc1cccc(NC(=O)CC2NCCNC2=O)c1 (stereo not drawn) | 12% | i | 2%
CCOC(=O)CSc1nc2c(sc3ccccc32)c(=O)n1Cc1ccc(C)cc1 | 13% | -8% | -7%
COc1ccc(N(C)C(=O)NCc2noc3ccc(C)cc23)c(OC)c1 | 9% | 27% | 9%
Cc1cc(N2CCC(C(=O)Nc3ccc(F)cc3F)CC2)n2nc(C)c(-c3ccc(Cl)cc3)c2n1 | 12% | i | -34%
Cc1ccc2c(CC(=O)N(Cc3cccc(Cl)c3)C3CCS(=O)(=O)C3)coc2c1 (stereo not drawn) | 26% | -22% | ?
CCOC(=O)c1ccccc1NC(=O)N1CCOc2ccc(Cl)cc21 | 0% | -58%[inhibitor] | 5%
COc1cc2c(=O)c(S(=O)(=O)c3ccccc3)cn(CC(=O)Nc3ccccc3C)c2cc1OC | 15% | i | -5%
CCNC(=O)c1cnc2c(-c3ccccc3)c(C)nn2c1C | 21% | 3% | -1%
CCOC(=O)c1cc(-c2ccccc2)n(CCCC(=O)Nc2ccc(C(C)C)cc2)c1C | 2% | -14% | 41%

Five structures out of the list, ordered by length of the SMILES, falling.
SMILES | TDP-43 yeast inh | PTHR1 ag | FUS yeast rescue
Cc1cc(N2CCC(C(=O)Nc3ccc(F)cc3F)CC2)n2nc(C)c(-c3ccc(Cl)cc3)c2n1 | 12% | i | -34%
CCOC(=O)c1cc(-c2ccccc2)n(CCCC(=O)Nc2ccc(C(C)C)cc2)c1C | 2% | -14% | 41%
CCOC(=O)CSc1nc2c(sc3ccccc32)c(=O)n1Cc1ccc(C)cc1 | 13% | -8% | -7%
COc1ccc(N(C)C(=O)NCc2noc3ccc(C)cc23)c(OC)c1 | 9% | 27% | 9%
COc1cccc(NC(=O)CC2NCCNC2=O)c1 (stereo not drawn) | 12% | i | 2%
